From PubChem BioAssay
Tb PFK inh = qHTS Assay to Find Inhibitors of T. brucei phosphofructokinase; T. brucei PFK, ADP-Glo luminescence; Potency, µM (doses to about 57.5 µM), for the others: at the top dose activity, negative = inhibition, hits mostly inhibitors; actives 0.17% (n = 330,000); AID 485367, 2010;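 note: potency is the fitted concentration of half-maximal effect; 0% = uninhibited 1x PFK enzyme wells and -100% = no-enzyme wells; nearly all actives have a fitted effect of over 60% in size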
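PFK 1.25 nM, F6P 0.5 mM, ATP 0.1 mM, 0.1 M TEA pH 8.0, 5 mM MgCl2, 0.01% Tween20, 0.1% BSA; 45 min RT. ADP-Glo readout. qHTS titration up to 57 uM; curves fitted, compounds curve-classed.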
Eya2 phos inh = qHTS Assay for Inhibitors of the Phosphatase Activity of Eya2. recombinant Eya2, OMFP fluorescence dephosphorylation (OMFP is methylfluorescein phosphate). Potency, µM (highest dose often 76.9 µM), for the others: at the top dose activity, negative = inhibition, actives largely listed as inhibitors. actives 0.006% (n = 330,000); note: potency is the fitted concentration of half-maximal effect; % is set by controls: 0 for no effect and ±100 for the full control effect
Target sequence (O00167 whole entry, looked up): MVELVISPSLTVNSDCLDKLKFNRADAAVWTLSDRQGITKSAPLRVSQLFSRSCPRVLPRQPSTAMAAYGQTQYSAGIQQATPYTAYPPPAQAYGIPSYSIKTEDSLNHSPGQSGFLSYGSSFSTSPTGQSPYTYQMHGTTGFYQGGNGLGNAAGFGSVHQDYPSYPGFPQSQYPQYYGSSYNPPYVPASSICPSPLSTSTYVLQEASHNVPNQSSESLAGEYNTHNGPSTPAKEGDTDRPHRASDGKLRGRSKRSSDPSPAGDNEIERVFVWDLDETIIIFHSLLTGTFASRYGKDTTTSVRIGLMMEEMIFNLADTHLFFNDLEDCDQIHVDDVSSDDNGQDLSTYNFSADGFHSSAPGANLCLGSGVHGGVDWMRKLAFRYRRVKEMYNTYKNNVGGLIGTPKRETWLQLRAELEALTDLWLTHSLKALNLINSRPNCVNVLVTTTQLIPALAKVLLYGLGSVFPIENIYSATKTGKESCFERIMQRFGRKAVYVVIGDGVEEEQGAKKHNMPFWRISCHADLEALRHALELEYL
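Eya2 protein (added as 0.2 uM solution) was preincubated with compound for 10 min at ambient temperature in 50 mM HEPES pH 7.5, 50 mM NaCl, 5 uM MgCl2, 0.05% BSA, 1 mM DTT. OMFP (added at 50 uM) then reacted 10 min; fluorescence read at 485/525 nm.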
TSHR antagonist = Antagonists of the Thyroid Stimulating Hormone Receptor: HTS campaign | Thyrotropin receptor (Homo sapiens), P16473 | TSHR-expressing cells, TSH-stimulated cAMP HTRF, 2 h; hits give low values | activity change, negative = inhibition, % at 11.5 µM | actives 0.2% (n = 330,000) | AID 504810, 2011;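 active = activity change below a set negative limit, meaning inhibition stronger than a set level, cut at about -70% in these data; inconclusive = activity change between two set negative limits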; note: % is set by controls: 0 for no effect and ±100 for the full control effect
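Read-out is FRET at 665 nm (cryptate excitation 337 nm) from a cryptate-tagged anti-cAMP antibody, competed by cell cAMP against cAMP-d2. Compounds are tested on freshly harvested TSHR cells challenged with 4nM TSH (EC80) for 2 hours at 37 deg C.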
ELG1 repair inh = qHTS screen for small molecules that inhibit ELG1-dependent DNA repair in human embryonic kidney (HEK293T) cells expressing luciferase-tagged ELG1. actives 2.3% (n = 330,000). HEK293T ELG1-luciferase reporter, luminescence, 16 h; DNA damage induced by 5-fluorouridine. Potency, µM (series often up to 46.1 µM), for the others: top-dose activity change, negative = inhibition, hits mostly inhibitors. AID 504467, 2011; note: potency is the fitted concentration of half-maximal effect; % is set by controls: 0 for no effect and ±100 for the full control effect; nearly all actives have a fitted effect of over 55% in size
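HEK293T cells expressing luciferase-tagged ELG1 (2,000/well) received 5-Fluorouridine plus compound or DMSO for 16 hr at 37 °C. Luciferase was read by ONE-Glo luminescence after 30 min at room temperature.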
TSG101-PTAP inh = qHTS Assay for Iinhibitors of HIV-1 Budding by Blocking the Interaction of PTAP/TSG101. Tumor susceptibility gene 101 protein (Homo sapiens), Q99816. Fluorescence polarization, FITC-PTAP peptide / Tsg101 binding. Potency, µM (doses to about 115 µM), for inactives: at the top dose activity change, negative = inhibition, usual class: inhibitors. 340,000 tested, under 10 active; active = well fitted inhibition curve with a large enough effect in the main read-out, with a control signal flat, not every such curve was filed as active; inconclusive = small, poorly fitted or top-dose-only effect, or effect the other way, or a change in a side signal; inactive = no such curve, though single readings can be large or run the other way; note: potency is the fitted concentration of half-maximal effect; % of control where 0% means no effect
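Tsg101 binding domain (10 uM final) was mixed with compound and a FITC-labeled PTAP peptide (50 nM final) in HEPES pH 7.5 buffer with NaCl, Tween 20, EDTA and TCEP; fluorescence polarization was read after 20 min at r.t.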
USP2a inh = qHTS Assay for Inhibitors of Ubiquitin-specific Protease USP2a Using CHOP2 as the Reporter. AID 463254, 2010. USP2 core, Ub-CHOP2 coupled fluorogenic reporter, 485/531. Ubiquitin carboxyl-terminal hydrolase 2 (Homo sapiens), O75604. Potency, µM (highest dose often 38.3 µM), for the others: at the highest dose activity change, negative = inhibition, hits mostly inhibitors. actives 0.01% (n = 330,000);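 note: potency is the fitted concentration of half-maximal effect; plate controls were DMSO wells for no effect and full inhibition by NEM control for full effect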
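Deubiquitinase activity read as fluorescence (485/531 nm) after Ub-CHOP2 cleavage activates the enterokinase reporter on its substrate; USP2 core 10nM, Ub-CHOP2 and substrate 25nM each, 30min compound preincubation then 60min RT; data normalized to NEM, curves fitted.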
B2AR arrestin = qHTS assay of beta-arrestin-biased ligands of beta2-adrenergic receptor. Beta-2 adrenergic receptor (Homo sapiens), P07550. beta-arrestin recruitment to beta2AR, cell-based reporter. Potency, µM (top dose mostly 46.1 µM), for the others: at the highest dose activation, hits mostly activators. actives 0.02% (n = 330,000);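 note: potency is the fitted concentration of half-maximal effect; 0% = DMSO controls and full agonism = EC100 isoproterenol or metaproterenol; nearly all actives have a fitted effect of over 65% in size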
Target sequence (P07550 whole entry, looked up): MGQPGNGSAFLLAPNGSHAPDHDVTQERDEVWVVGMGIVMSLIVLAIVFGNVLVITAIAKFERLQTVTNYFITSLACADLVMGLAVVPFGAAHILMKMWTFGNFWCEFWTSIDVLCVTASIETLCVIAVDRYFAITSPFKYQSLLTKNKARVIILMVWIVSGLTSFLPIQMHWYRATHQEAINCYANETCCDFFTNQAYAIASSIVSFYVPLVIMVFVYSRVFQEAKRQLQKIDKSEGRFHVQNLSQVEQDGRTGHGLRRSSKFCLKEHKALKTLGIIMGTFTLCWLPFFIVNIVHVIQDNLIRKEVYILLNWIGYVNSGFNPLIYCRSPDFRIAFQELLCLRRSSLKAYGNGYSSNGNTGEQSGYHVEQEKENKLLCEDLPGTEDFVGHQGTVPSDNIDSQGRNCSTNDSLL
Mito fusion yeast = qHTS Assay for Small Molecule Inhibitors of Mitochondrial Division or Activators of Mitochondrial Fusion | S. cerevisiae fusion-defective mutant growth rescue, CellTiterGlo 48 h | Potency, µM (titrated, usually from 46.1 µM), for the others: at the top dose growth rescue (activation), most hits filed as activators | actives 0.23% (n = 320,000);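 note: potency is the fitted concentration of half-maximal effect; % of control where 0% means no effect; nearly all actives have a fitted effect of over 45% in size; temperature-sensitive fusion mutants such as fzo1-1 at 37 °C on non-fermentable ethanol glycerol medium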
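Temperature-sensitive fusion-defective S. cerevisiae (e.g. fzo1-1, mgm1-5) were grown with compound in YPEG medium (3% ethanol, 3% glycerol) for 48 hours at 37C. Growth rescue was measured as viability by CellTiterGlo luminescence after 10 minutes at ambient.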
Chronic BCR inh = qHTS Assay to Find Inhibitors of Chronic Active B-Cell Receptor Signaling; ABC-DLBCL IkBa-CBG/CBR reporter, luminescence ratio, 4 h; actives 0.05% (n = 340,000); Potency, µM (titrated, usually from 46.1 µM), without a hit: top-dose ratio change, negative = lower green/red ratio, usual class: inhibitors; AID 493014, 2011; active = well fitted inhibition curve with a large enough effect in the signal ratio, with a control signal flat, not every such curve was filed as active; inconclusive = small, poorly fitted or top-dose-only effect, or effect the other way, or a change in a side signal; the % refers to the signal ratio;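 note: potency is the fitted concentration of half-maximal effect; plate controls were basal doxycycline-induced cells for no effect and cells given 10 µM MG132 for full effect; MG132 reads +100%, hits lower the ratio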
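Doxycycline induced both beetle luciferases in TMD8 lymphoma cells; IKK-driven degradation limits the IkappaBalpha-fused green signal, while red luminescence normalises for cell number and nonspecific effects. Compounds tested up to 46 uM, 4 hrs.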
TCR act = Activators of T cell receptors: qHTS campaign; primary human leukocytes, anti-CD3, IL-2 HTRF, 48 h; 330,000 tested, under 10 active; Potency, µM (series often up to 9.22 µM), for inactives: at the highest dose activation of IL-2 secretion, actives largely listed as activators; AID 504894, 2011; note: % of control where 0% means no effect
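1) Mix primary human leukocytes, a-CD3 beads and compound. 2) Incubate 48 hr. 3) Add HTRF IL-2 reagents (a-IL-2-K, a-IL-2-d2).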
uPA surface inh = qHTS for Inhibitors of Cell Surface uPA Generation. cell surface uPA generation assay, qHTS. actives 0.31% (n = 330,000). Potency, µM (highest dose often 38.3 µM), inactives show at the highest dose activity change, negative = inhibition, most hits filed as inhibitors. AID 540303, 2011; active = well fitted inhibition curve with a large enough effect; inconclusive = small, poorly fitted or top-dose-only effect; inactive = no such curve, though single readings can be large or run the other way; tested in mouse RAW 264.7 cells; note: potency is the fitted concentration of half-maximal effect; % is set by controls: 0 for no effect and ±100 for the full control effect; nearly all actives have a fitted effect of over 55% in size
Active calls of the source: *; [ ] = dose if it differs, or a comment. Unless noted, calls come from the whole dose curve; as a rule, active = well fitted curve in the direction sought with a large enough effect; inconclusive = small, poorly fitted or top-dose-only effect, or another doubt; inactive = no such curve, though single readings can be large; an effect the other way counts as inactive or inconclusive.

`CS(=O)(=O)NCCCNc1ccc(C(F)(F)F)cc1[N+](=O)[O-]` gave Tb PFK inh 1%, Eya2 phos inh 8%, TSHR antagonist 8, ELG1 repair inh 12%, TSG101-PTAP inh -3%, USP2a inh 9%, B2AR arrestin -0.7%, Mito fusion yeast 0%, Chronic BCR inh -2%, TCR act 2% and uPA surface inh 6%.
For CCN(c1ccc(NC(=O)c2ccc(Cl)nc2)cc1)C(C)C the results were Tb PFK inh -9%, Eya2 phos inh -7%, TSHR antagonist -7, ELG1 repair inh inconclusive, TSG101-PTAP inh -1%, USP2a inh 3%, B2AR arrestin 0.3%, Mito fusion yeast 0%, Chronic BCR inh 9%, TCR act 7% and uPA surface inh inconclusive.
For O=C(CN1CCN(CC(=O)Nc2ccccc2Cl)CC1)NCC1(N2CCCCC2)CCCCC1 the results were Tb PFK inh 1%, Eya2 phos inh -10%, TSHR antagonist -1, ELG1 repair inh 12%, TSG101-PTAP inh -10%, USP2a inh 0%, B2AR arrestin 0.1%, Mito fusion yeast -3%, Chronic BCR inh -5%, TCR act -30% and uPA surface inh 11%.
Screening O=C(NCc1ccccc1)c1csc2c1CCCC2 returned Tb PFK inh -5%, Eya2 phos inh -11%, TSHR antagonist -2, ELG1 repair inh 29%, TSG101-PTAP inh -1%, USP2a inh 1%, B2AR arrestin -0.3%, Mito fusion yeast 7%, Chronic BCR inh -18%, TCR act 7% and uPA surface inh -14%.
O=C(Nc1nccs1)c1cccnc1 was read as Tb PFK inh 3%, Eya2 phos inh 4%, TSHR antagonist 30, ELG1 repair inh -2%, TSG101-PTAP inh -3%, USP2a inh 0%, B2AR arrestin -0.3%, Mito fusion yeast -2%, Chronic BCR inh 5%, TCR act -8% and uPA surface inh 3%.
CCC1(C)CC(CCNS(=O)(=O)c2ccc(C)cc2)(c2ccc(C)cc2)CCO1 (configuration not stated) was read as Tb PFK inh 4%, Eya2 phos inh -17%, TSHR antagonist -9, ELG1 repair inh -13%, TSG101-PTAP inh 0%, USP2a inh -6%, B2AR arrestin -0.6%, Mito fusion yeast 15%, Chronic BCR inh 4%, TCR act 0% and uPA surface inh 8%.
Screening O=C(NCc1ccc2c(c1)OCO2)c1ccc(Br)s1 returned Tb PFK inh 1%, Eya2 phos inh 2%, TSHR antagonist 2, ELG1 repair inh 31%, TSG101-PTAP inh 0%, USP2a inh 0%, B2AR arrestin -0.9%, Mito fusion yeast 21%, Chronic BCR inh 11%, TCR act -3% and uPA surface inh 10%.
Screening Cc1ccc(SCc2c(-c3ccccc3)nn(C)c2Cl)cc1 returned Tb PFK inh 2%, Eya2 phos inh 13%, TSHR antagonist 2, ELG1 repair inh -13%, TSG101-PTAP inh -3%, USP2a inh 3%, B2AR arrestin 0.1%, Mito fusion yeast 4%, Chronic BCR inh inconclusive, TCR act -4% and uPA surface inh 6%.
Screening O=C(Nc1ncn[nH]1)c1ccc(Cl)cc1Cl returned Tb PFK inh 5%, Eya2 phos inh -4%, TSHR antagonist -23, ELG1 repair inh 7%, TSG101-PTAP inh -3%, USP2a inh 3%, B2AR arrestin 0.0%, Mito fusion yeast 4%, Chronic BCR inh inconclusive, TCR act -42% and uPA surface inh 1%.
Screening Cc1ccc(C(=O)/C=C/c2ccc(Br)cc2)o1 returned Tb PFK inh -1%, Eya2 phos inh -7%, TSHR antagonist 4, ELG1 repair inh inconclusive, TSG101-PTAP inh -2%, USP2a inh 6%, B2AR arrestin -0.2%, Mito fusion yeast 1%, Chronic BCR inh -2%, TCR act -8% and uPA surface inh -15%.
Screening COc1ccccc1CCNC(C)CCc1ccc(O)cc1 (configuration not stated) returned Tb PFK inh 0%, Eya2 phos inh -10%, TSHR antagonist 20, ELG1 repair inh 11%, TSG101-PTAP inh -1%, USP2a inh 5%, B2AR arrestin 0.5%, Mito fusion yeast -1%, Chronic BCR inh 1%, TCR act -1% and uPA surface inh 0%.
O=c1nc(N2CCCCC2)nc2n1CCO2 was read as Tb PFK inh -11%, Eya2 phos inh 6%, TSHR antagonist 4, ELG1 repair inh 11%, TSG101-PTAP inh -4%, USP2a inh 2%, B2AR arrestin -0.1%, Mito fusion yeast -5%, Chronic BCR inh -2%, TCR act 1% and uPA surface inh 9%.
`CC(C)N1CCC(N2CCN(CCCn3cccn3)CC2CCO)CC1` (configuration not stated) gave Tb PFK inh -2%, Eya2 phos inh 7%, TSHR antagonist -9, ELG1 repair inh -1%, TSG101-PTAP inh -8%, USP2a inh 0%, B2AR arrestin -1.1%, Mito fusion yeast 1%, Chronic BCR inh 6%, TCR act -4% and uPA surface inh 1%.
Screening CC(C)[C@H](NC(=O)NCc1ccc(F)cc1)C(=O)O returned Tb PFK inh 6%, Eya2 phos inh -4%, TSHR antagonist -5, ELG1 repair inh 0%, TSG101-PTAP inh -6%, USP2a inh -1%, B2AR arrestin -0.3%, Mito fusion yeast 3%, Chronic BCR inh -5%, TCR act -2% and uPA surface inh 2%.
O=C(NCCNC(=O)c1cc(Cl)ccc1Cl)c1ccco1 was read as Tb PFK inh 0%, Eya2 phos inh -9%, TSHR antagonist 3, ELG1 repair inh 8%, TSG101-PTAP inh -5%, USP2a inh 2%, B2AR arrestin 0.1%, Mito fusion yeast -1%, Chronic BCR inh 4%, TCR act -4% and uPA surface inh 2%.
Cc1oc(-c2ccccc2Cl)nc1CSc1nc2c(c(=O)[nH]1)CCCC2 was read as Tb PFK inh -10%, Eya2 phos inh -4%, TSHR antagonist 7, ELG1 repair inh 0%, TSG101-PTAP inh -2%, USP2a inh -12%, B2AR arrestin 0.2%, Mito fusion yeast 4%, Chronic BCR inh -4%, TCR act 5% and uPA surface inh -2%.
CC(NC(=S)NCc1ccc(F)cc1)C12CC3CC(CC(C3)C1)C2 (configuration not stated) was read as Tb PFK inh 11%, Eya2 phos inh -2%, TSHR antagonist -12, ELG1 repair inh -25%, TSG101-PTAP inh 0%, USP2a inh 0%, B2AR arrestin 0.0%, Mito fusion yeast 2%, Chronic BCR inh -9%, TCR act 0% and uPA surface inh -4%.
COCCOC(=O)c1[nH]c2c(c1C)C(=O)CC(c1ccc(OC)c(OC)c1)C2 (configuration not stated) was read as Tb PFK inh 5%, Eya2 phos inh 5%, TSHR antagonist -7, ELG1 repair inh inconclusive, TSG101-PTAP inh -7%, USP2a inh 2%, B2AR arrestin -0.4%, Mito fusion yeast -6%, Chronic BCR inh -4%, TCR act 4% and uPA surface inh 2%.
Screening CCOP(=O)(OCC)C(Nc1ccc(C)cc1)c1ccco1 (configuration not stated) returned Tb PFK inh -3%, Eya2 phos inh 7%, TSHR antagonist -7, ELG1 repair inh inconclusive, TSG101-PTAP inh 1%, USP2a inh 4%, B2AR arrestin 0.1%, Mito fusion yeast -8%, Chronic BCR inh -8%, TCR act 0% and uPA surface inh 4%.
Screening CCN1CCN(CC(=O)N/N=C/c2ccc(F)cc2F)CC1 returned Tb PFK inh -10%, Eya2 phos inh -2%, TSHR antagonist 3, ELG1 repair inh 0%, TSG101-PTAP inh 0%, USP2a inh 1%, B2AR arrestin -0.2%, Mito fusion yeast -5%, Chronic BCR inh -1%, TCR act 3%[46.1 µM] and uPA surface inh 2%.
Screening O=C(COC(=O)c1ccc([N+](=O)[O-])o1)Nc1cccc(S(=O)(=O)N2CCCCC2)c1 returned Tb PFK inh 5%, Eya2 phos inh -4%, TSHR antagonist 5, ELG1 repair inh 0%, TSG101-PTAP inh -2%, USP2a inh 2%, B2AR arrestin -0.2%, Mito fusion yeast -3%, Chronic BCR inh -2%, TCR act 4% and uPA surface inh 0%.
